FBPA Giardia inh = Giardia lamblia aldolase inhibition | A8B2U2 | purified Giardia FBPA | Potency, µM (series often up to 59.6 µM), for the others: at the top dose activity, negative = inhibition, most hits filed as inhibitors | hit rate 0.71% among 290,000 | AID 2451; note: potency is the fitted concentration of half-maximal effect; % is set by controls: 0 for no effect and ±100 for the full control effect; nearly all actives have a fitted effect of over 55% in size
Target sequence (A8B2U2 whole entry, looked up): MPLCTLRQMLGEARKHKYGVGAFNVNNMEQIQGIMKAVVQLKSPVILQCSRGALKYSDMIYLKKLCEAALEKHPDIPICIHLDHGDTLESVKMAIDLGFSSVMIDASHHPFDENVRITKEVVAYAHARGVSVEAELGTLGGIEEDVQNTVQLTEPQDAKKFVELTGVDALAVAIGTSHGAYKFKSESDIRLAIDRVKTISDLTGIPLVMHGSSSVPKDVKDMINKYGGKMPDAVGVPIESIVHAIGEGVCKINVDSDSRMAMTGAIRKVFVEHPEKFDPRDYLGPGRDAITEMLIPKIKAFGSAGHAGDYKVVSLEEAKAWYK
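40 nM FBPA preincubated 10 min at RT with compound (up to 57.5 uM final), then substrate plus GAPDH/TPI/NAD/arsenate coupling and diaphorase/resazurin added. Fluorescence read after 20 min at RT, 525/598 nm.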
HCMV inh = blocks human cytomegalovirus replication. HFF cells, HCMV-luciferase reporter, 72 h; hits give low values. activity change, negative = inhibition, % at 57.5 µM. hit rate 4.5% among 410,000. AID 1259415; in the data active = activity change below about -60%; inconclusive = no clear call, values can overlap the other calls; inactive = above about -39%; note: % is set by controls: 0 for no effect and ±100 for the full control effect
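Luciferase read-out from HCMV-luciferase-infected HFFs (MOI 1 PFU/cell) 72 h post infection at 37C; compounds added after 16 h cell attachment; activity normalized between buffer-only basal and Salinomycin (10uM) inhibitor controls.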
AmpC inh no detg = AmpC beta-lactamase inhibition without detergent | P00811 | AmpC nitrocefin hydrolysis, absorbance 480 nm, 0.0001% Triton | Potency, µM (doses to about 57.1 µM), for inactives: at the top dose activity change, negative = inhibition, usual class: inhibitors | hit rate 0.52% among 330,000 | AID 485341;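 note: potency is the fitted concentration of half-maximal effect; plate controls were no compound for no effect and no enzyme for full effect; nearly all actives have a fitted effect of over 20% in size; some results filed as inactive show a strong effect at the top dose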
Target sequence (P00811 whole entry, looked up): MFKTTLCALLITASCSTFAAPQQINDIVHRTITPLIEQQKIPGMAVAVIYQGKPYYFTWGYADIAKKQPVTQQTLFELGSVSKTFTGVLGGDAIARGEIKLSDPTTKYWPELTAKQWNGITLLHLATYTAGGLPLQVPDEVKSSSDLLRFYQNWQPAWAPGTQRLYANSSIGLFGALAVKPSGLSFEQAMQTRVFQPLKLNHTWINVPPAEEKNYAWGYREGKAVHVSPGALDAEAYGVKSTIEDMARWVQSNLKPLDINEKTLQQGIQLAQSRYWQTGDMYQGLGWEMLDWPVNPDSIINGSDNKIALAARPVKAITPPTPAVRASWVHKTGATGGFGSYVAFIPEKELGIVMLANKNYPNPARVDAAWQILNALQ
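AmpC (5.3 nM in the dispensed reagent) in 20 mM phosphate pH 7.0 with 0.01% (detergent screen) or 0.0001% Triton X-100 was preincubated with compounds for 15 min at room temperature. Nitrocefin was then added from an 800 uM solution, and hydrolysis was followed at 480 nm.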
Cycloheximide cs = affects cycloheximide protein synthesis inhibition readout, counter-screen; cell reporter, cycloheximide protein synthesis inhibition counterscreen; max response, %; hit rate 12% among 300,000; in the data active = max response mostly above about 13%, no sharp cut-off; inactive = mostly below about 14%; note: read at 38.3 µM for the half of the compounds with a filed dose; 0% is about no effect
AMA1 RON2 block = disrupts binding of P. falciparum AMA1 to RON2. Potency, µM (titrated, usually from 58.2 µM), for the others: at the highest dose activity change, negative = inhibition, usual class: inhibitors. AID 720542. AlphaScreen AMA1-biotinylated RON2 peptide binding. hit rate 0.2% among 360,000;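 note: potency is the fitted concentration of half-maximal effect; 0% = vehicle wells and -100% = peptide control; nearly all actives have a fitted effect of over 45% in size; some results filed as inactive show a strong effect at the top dose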
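AMA1 (3D7) with his tag at 25 nM final met compounds first, then biotinylated RON2 peptide at 25 nM; detection used donor plus acceptor beads, 10 µg/mL apiece, read by AlphaScreen after 30 min at room temperature.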
Shiga toxin inh = Shiga toxin inhibition. Vero cells, Shiga toxin protein synthesis inhibition reporter. inhibition, % at 38.7 µM. hit rate 9.2% among 290,000; in the data active = inhibition mostly above about 28%, no sharp cut-off; inactive = mostly below about 43%; note: 0% is about no effect
AmpC inh detg = blocks E. coli AmpC beta-lactamase in detergent assay | P00811 | AmpC hydrolysis of nitrocefin, absorbance 480 nm, 0.01% Triton | Potency, µM (top dose mostly 114 µM), without a hit: at the top dose activity change, negative = inhibition, actives largely listed as inhibitors | hit rate 0.041% among 370,000 | AID 485294;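 note: potency is the fitted concentration of half-maximal effect; 0% = no-compound wells and -100% = no-enzyme wells; nearly all actives have a fitted effect of over 25% in size; some results filed as inactive show a strong effect at the top dose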
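AmpC (5.3 nM in the dispensed reagent) in 20 mM phosphate pH 7.0 with 0.01% (detergent screen) or 0.0001% Triton X-100 was preincubated with compounds for 15 min at room temperature. Nitrocefin was then added from an 800 uM solution, and hydrolysis was followed at 480 nm.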
* marks the source's active call; other numbers are inactive results; ? = inconclusive; / = no result given; [ ] = another dose, or the depositor's remark. Unless noted, calls come from the whole dose curve; as a rule, active = well fitted curve in the direction sought with a large enough effect; inconclusive = small, poorly fitted or top-dose-only effect, or another doubt; inactive = no such curve, though single readings can be large; an effect the other way counts as inactive or inconclusive.

#	Structure	FBPA Giardia inh	HCMV inh	AmpC inh no detg	Cycloheximide cs
1	Fc1ccc(Nc2nc(Oc3ccccc3F)nc(N3CCCC3)n2)cc1	-13%	-32	-11%	7
2	CCOC(=O)[C@H]1[C@H]2COc3cc(OC)ccc3[C@@H]2N2C(=O)CN(Cc3ccc(C)cc3)C(=O)[C@@]12C	/	-17	148%[activator]	/
3	CCSc1nn2c(=O)c3ccccc3nc2s1	0%	67	-10%	48*
4	C/C(Cc1ccccc1)=N\NC(=O)CNC(=O)c1ccc(Cl)cc1	3%	?	-19%	-3
5	COc1ccc(-c2ccc(=O)n(Cc3cccc(Cl)c3)n2)cc1	1%	-7	58%	9
6	CCOC(=O)c1sc(N(Cc2ccccc2)C(=O)COC(=O)c2ccc(O)cc2)nc1C	-9%	?	-30%	8
7	O=C(O)CCC(=O)N1CCC[C@H]1C(=O)O	1%	-8	-12%	-3
8	Cc1nn(C)cc1/C=N/NC(=S)Nc1ccccc1	?	21	-15%	71*
9	O=C(O)c1ccc(-c2ccc(/C=C3\NC(=O)N(Cc4ccc(Cl)cc4)C3=O)o2)cc1	-2%	-26	-39%	9
10	COCCN(C(=O)Nc1ccc(OC)cc1OC)C1CCN(C(C)=O)CC1	1%	-34	-1%	-4
11	COc1cccc(-n2c(SCC(=O)OC(C)C)nnc2-c2cccnc2)c1	-1%	-19	22%	-3
12	COc1ccc(/C=C/C(=O)c2ccccc2)cc1Cn1nnc2ccccc21	0%	-34	-21%	27*
13	CCN(c1cccc(C(F)(F)F)c1)S(=O)(=O)c1ccc2c(c1)CCN2C(C)=O	1%	-34	98%[activator]	-3
14	C/C(=N\NC(=O)CNC(=O)c1ccc2c(c1)OCCO2)c1ccco1	5%	24	-16%	1
15	CC(O)CCc1ccc(O)cc1 (stereo unspecified)	4%	11	-1%	-1

#	AMA1 RON2 block	Shiga toxin inh	AmpC inh detg
1	?	-12	0%
2	-11%	/	4%
3	9%	85*	6%
4	37%[activator]	-4	0%
5	13%	-8	-7%
6	0%	9	-3%
7	-8%	-5	2%
8	26%	175*	1%
9	-3%	11	3%
10	0%	-11	-2%
11	3%	11	?
12	?	27*	-14%
13	?	-11	?
14	0%	12	-7%
15	-2%	-7	?

Overlap with the part before: two compounds, then new ones.
#	Structure	FBPA Giardia inh	HCMV inh	AmpC inh no detg	Cycloheximide cs
14	C/C(=N\NC(=O)CNC(=O)c1ccc2c(c1)OCCO2)c1ccco1	5%	24	-16%	1
15	CC(O)CCc1ccc(O)cc1 (stereo unspecified)	4%	11	-1%	-1
16	Cc1ccc(S(=O)(=O)c2c[nH]c3cc4c(cc3c2=O)OCO4)cc1	4%	0	-42%	-3
17	CCc1ccc(-c2nc(CN3CCC(C(=O)NCCc4ccc(OC)c(OC)c4)CC3)c(C)o2)cc1	1%	-8	154%[activator]	9
18	CCCN1CCC(NC(=O)Nc2ccc(OC)c(OC)c2)CC1	3%	35	-21%	-2
19	Cn1c(Cl)nc2c1c(=O)n(Cc1cccc(Br)c1)c(=O)n2C	6%	-16	26%	7
20	Cc1ccc(-c2ccc([C@H]3[C@@H]4C=CCC[C@@]4(C)C(=O)N3Cc3ccccc3)c(F)c2)cc1	2%	87	7%	1
21	COc1ccccc1C1=NN(C(=S)Nc2ccccc2)C(c2ccco2)C1 (stereo unspecified)	0%	13	-51%	28*
22	COC(=O)c1cc(OC)c(OC)cc1-n1cnc2cc(OC)c(OC)cc2c1=O	-2%	6	-1%	6
23	Cc1ccc(SCC(=O)N=C2NC(=O)CS2)cc1	6%	2	-20%	10
24	CC1CC(C)CN(C(=O)c2ccc(S(=O)(=O)N3CC(C)CC(C)C3)cc2)C1 (stereo unspecified)	6%	-65*	88%[activator]	-5
25	O=C(O)CCN1C(=O)c2ccccc2C1=O	5%	14	-19%	-1
26	O=C(CC1NCCNC1=O)NC1Cc2ccccc2C1 (stereo unspecified)	3%	-22	-14%	-3
27	CCOc1ncccc1C(=O)Nc1cccc(S(=O)(=O)N2CCCCC2)c1	/	-19	-10%	/
28	CCOc1ccc(S(=O)(=O)NCC(=O)NC2CCCCC2)cc1	/	-21	-18%	/
29	Cc1ccc(C(=O)COc2cc(C)nc3nncn23)cc1	2%	6	-6%	2
30	COc1ccc(NC(=O)CSc2nnc(N)s2)c([N+](=O)[O-])c1	-6%	-22	-21%	8

#	AMA1 RON2 block	Shiga toxin inh	AmpC inh detg
14	0%	12	-7%
15	-2%	-7	?
16	/	-2	-1%
17	-1%	-14	5%
18	-2%	-2	1%
19	3%	-12	-4%
20	-19%	-4	-7%
21	33%[activator]	51*	-6%
22	-4%	-10	-10%
23	1%	21	5%
24	-2%	6	-11%
25	-3%	-11	?
26	9%	4	4%
27	2%	/	5%
28	6%	/	1%
29	4%	-2	-13%
30	55%[activator]	34	4%

Filtered by structure: the entries above containing two or more sulfur atoms.
#	Structure	FBPA Giardia inh	HCMV inh	AmpC inh no detg	Cycloheximide cs
3	CCSc1nn2c(=O)c3ccccc3nc2s1	0%	67	-10%	48*
23	Cc1ccc(SCC(=O)N=C2NC(=O)CS2)cc1	6%	2	-20%	10
30	COc1ccc(NC(=O)CSc2nnc(N)s2)c([N+](=O)[O-])c1	-6%	-22	-21%	8

#	AMA1 RON2 block	Shiga toxin inh	AmpC inh detg
3	9%	85*	6%
23	1%	21	5%
30	55%[activator]	34	4%

Further structures:
#	Structure	FBPA Giardia inh	HCMV inh	AmpC inh no detg	Cycloheximide cs
31	O=C(c1noc2c1CCCC2)N1CCCC(N2CCN(c3ccccc3F)CC2)C1 (stereo unspecified)	/	/	90%[activator]	1
32	O=S(=O)(NC1CCCC1)c1cc(F)ccc1F	/	10	86%[activator]	6
33	CC(C)CC(=O)Nc1c2c(nn1-c1ccc(F)cc1)CSC2	6%	10	-40%	-2
34	COc1ccc([C@@H]2CC(=O)c3c(O)cc(O[C@@H]4OC(CO[C@@H]5OC(C)[C@H](O)[C@@H](O)[C@H]5O)[C@@H](O)[C@H](O)[C@H]4O)cc3O2)cc1O (stereo partly specified)	/	25	-6%	/
35	CC(=O)Nc1ccc(C(=O)N/C(=C/c2ccccc2)C(=O)NCc2ccco2)cc1	1%	21	-5%	-5
36	Cc1cccc(NC(=O)CCS(=O)(=O)c2cc3c(cc2Cl)NC(=O)CO3)c1	/	12	-28%	-13
37	CCC(C)c1ccc(NC(=S)NCc2ccccc2OC)cc1 (stereo unspecified)	1%	?	-51%	8
38	Cc1noc(C)c1S(=O)(=O)N1CCC(C(=O)Nc2ccccn2)CC1	-1%	2	/	3
39	CCn1c(=O)c2cc(C(=O)NC(C)C)sc2c2ccccc21	4%	78	2%	-3
40	Cc1cccc(C(=O)NNc2ncnc3c2cnn3C)c1	-4%	63	-18%	30*
41	COc1ccc(NC(=O)CSc2ccccc2)c(OC)c1	0%	-30	-13%	43*
42	CC(/C=C/C1(O)C(C)CC(O)CC1(C)C)OC1OC(CO)C(O)C(O)C1O (stereo unspecified)	-10%	19	-28%	-4
43	Cc1cccc(/C=N/NC(=O)c2ccc(F)cc2)n1	-8%	-31	3%	20*
44	CC1CCN(c2ccccc2NC(=S)NC(=O)C(C)(C)C)CC1	2%	-21	?	-2
45	CCCCCCC1CCC(C(=O)NC(CCSC)C(=O)NC(C(=O)OC)C(C)C)CC1 (stereo unspecified)	6%	-33	10%	6

#	AMA1 RON2 block	Shiga toxin inh	AmpC inh detg
31	8%	3	-3%
32	0%	-15	-3%
33	12%	10	-4%
34	-1%	/	/
35	-3%	6	-7%
36	-4%	-4	1%
37	21%	39	-4%
38	-1%	8	0%
39	-16%	-16	4%
40	49%[activator]	36	1%
41	5%	83*	-4%
42	?	-10	6%
43	105%[activator]	40*	-9%
44	13%	17	-5%
45	-12%	12	-10%

(cont.)
#	Structure	FBPA Giardia inh	HCMV inh	AmpC inh no detg	Cycloheximide cs
46	CCOCCCn1c(=S)[nH]c2cc(C(=O)N3CCC(C(N)=O)CC3)ccc2c1=O	-24%	?	-17%	3
47	O=[N+]([O-])c1ccc(C2NS(=O)(=O)N=C3CCCCCN32)cc1 (stereo unspecified)	5%	13	-10%	-1
48	O=C(O)/C(=C\c1cccs1)c1ccc(F)cc1	2%	-24	-13%	10
49	CC1=C(C)CC(C(=O)Nc2cccc([N+](=O)[O-])c2)C(C(=O)O)C1 (stereo unspecified)	6%	73	-4%	-3
50	CC(=O)C1C(c2ccccc2)c2c(n[nH]c2C)CC1(C)O (stereo unspecified)	2%	60	-7%	-5
51	O=C1/C(=C/c2ccncc2)SC(=S)N1C1CCS(=O)(=O)C1 (stereo unspecified)	-1%	?	-21%	11
52	COc1cccc(Oc2ccc3nnc(C(F)(F)F)n3n2)c1	4%	-12	1%	4
53	S=C1NCN(Cc2ccco2)CN1c1ccccc1	0%	25	-7%	-1
54	Cc1cccc(-n2cnc(C(=O)NC3CCCCCC3)c2)n1	-4%	35	-6%	60*
55	CCCCc1c(O)nc(SCCC(=O)O)[nH]c1=O	-2%	/	-6%	-4
56	Cc1nn(C(=O)c2cccc([N+](=O)[O-])c2C)c(C)c1S(=O)(=O)N1CCCCCC1	/	22	/	-8
57	CCCCN1C(=O)NC(NC(=O)c2ccco2)(C(F)(F)F)C1=O (stereo unspecified)	2%	-7	-4%	1
58	Cc1ccc(C)c(C(=O)CCC(=O)O)c1	9%	-38	-11%	-7
59	COc1ccc(C2CC(C(C)(C)C)=NN2c2ccc(S(N)(=O)=O)cc2)cc1 (stereo unspecified)	/	-21	-6%	/
60	NNC(=O)c1oc2ccccc2c1-n1cccc1	-14%	?	-16%	-2
61	Cc1cc(C)n(NC(=S)NC2CCCCC2)c(=O)c1C#N	?	5	-22%	13
62	O=C(Nc1cccc(NC(=O)c2cccc(F)c2)c1)c1ccccc1	9%	-24	-10%	9
63	COc1ccc([C@@H](C)NC(=O)CCc2nnc(-c3cc(C)on3)o2)cc1	2%	0	-12%	2

#	AMA1 RON2 block	Shiga toxin inh	AmpC inh detg
46	14%	-29	?
47	-7%	-2	3%
48	-5%	-5	3%
49	2%	-3	0%
50	0%	8	-6%
51	42%[activator]	-19	-2%
52	6%	18	-9%
53	-14%	13	3%
54	-5%	76*	-5%
55	/	-9	?
56	/	-11	16%
57	-15%	-7	?
58	-5%	-2	-8%
59	-1%	/	/
60	46%[activator]	-7	?
61	14%	-7	-10%
62	9%	21	1%
63	0%	-7	-1%
